TWEAK Fn14 block = inhibitors of TWEAK-Fn14 signaling, primary screen, luciferase reporter cells, uHTS; TWEAK-stimulated Fn14 reporter cells, luciferase luminescence, 8 h; inhibition, % at 10 µM; 360,000 compounds, 2% hits; in the data active = inhibition above about 50%
LRH-1 inv ag = LRH-1 (NR5A2) inverse agonists, primary screen, cell-based, luminescence, HEK293T, StAR-luciferase reporter; Nuclear receptor subfamily 5 group A member 2 (Homo sapiens), O00482; LRH-1 transfected, 24 h; inhibition, % at 3.6 µM; 360,000 compounds, 0.13% hits;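 active = inhibition above the mean inhibition of all tested compounds plus 3 SD, cut at about 73% in these data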;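 also: 0% = DMSO wells and 100% = reporter-only cells lacking LRH-1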
Target sequence (O00482 whole entry, looked up): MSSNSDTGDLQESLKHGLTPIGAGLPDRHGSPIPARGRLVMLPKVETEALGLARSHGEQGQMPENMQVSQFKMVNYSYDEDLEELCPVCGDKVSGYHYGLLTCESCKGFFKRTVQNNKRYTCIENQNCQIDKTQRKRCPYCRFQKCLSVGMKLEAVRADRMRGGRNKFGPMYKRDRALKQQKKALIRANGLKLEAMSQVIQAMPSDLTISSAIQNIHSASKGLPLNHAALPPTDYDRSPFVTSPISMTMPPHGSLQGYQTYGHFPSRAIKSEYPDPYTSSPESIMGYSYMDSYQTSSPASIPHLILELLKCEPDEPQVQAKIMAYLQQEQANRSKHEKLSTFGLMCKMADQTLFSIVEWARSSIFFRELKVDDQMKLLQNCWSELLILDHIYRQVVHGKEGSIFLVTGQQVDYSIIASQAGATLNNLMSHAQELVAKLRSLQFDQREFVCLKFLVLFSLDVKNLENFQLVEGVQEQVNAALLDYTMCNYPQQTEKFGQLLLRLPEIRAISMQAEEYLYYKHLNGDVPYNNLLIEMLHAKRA
NCOA2 inhibitor = inhibition of GAL4-SRC2 driven luciferase reporter, primary screen, SRC2 inhibitor project, cell-based, luminescence; AID 651957, 2012; HEK293 GAL4-SRC2 luciferase reporter; Nuclear receptor coactivator 2 (Homo sapiens), Q15596; inhibition, % at 9 µM; 370,000 compounds, 0.17% hits;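 active = inhibition above the mean inhibition of all tested compounds plus 3 SD, set per campaign, cut at about 52% in these data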;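 also: 0% = DMSO treated cells and 100% = cells given Gossypol at 36 µM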
NCOA3 inh = SRC3 coactivator transcriptional activity inhibitors, primary screen, cell-based, luminescence; Nuclear receptor coactivator 3 (Homo sapiens), Q9Y6Q9; HEK293 GAL4-SRC3 luciferase reporter; inhibition, % at 3.6 µM; 360,000 compounds, 0.17% hits; AID 588352, 2011;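 active = inhibition above a per-campaign cutoff, the mean of all compounds plus 3 SD, cut at about 60% in these data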;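 also: 0% = DMSO-treated cells and 100% = gossypol-treated cells at 36 µM; higher means less SRC3-driven luciferase light from the GAL4 reporter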
COUP-TFII inh = NR2F2 transcriptional activity inhibitors, primary screen, cell-based, luciferase reporter, HEK293T, luminescence. inhibition, % at 8.6 µM. 370,000 compounds, 0.7% hits. COUP transcription factor 2 (Homo sapiens), P24468. AID 686940, 2013. HEK293T NGFI-A luciferase reporter;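 active = inhibition above a per-plate cutoff, mean inhibition of test wells between control levels plus 3 SD, cut at about 38% in these data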;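 also: cells cotransfected with COUP-TFII expression vector driving the NGFI-A reporter; 0% = median of COUP-TF2 test wells and 100% = reporter-only cells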
Target sequence (P24468 whole entry, looked up): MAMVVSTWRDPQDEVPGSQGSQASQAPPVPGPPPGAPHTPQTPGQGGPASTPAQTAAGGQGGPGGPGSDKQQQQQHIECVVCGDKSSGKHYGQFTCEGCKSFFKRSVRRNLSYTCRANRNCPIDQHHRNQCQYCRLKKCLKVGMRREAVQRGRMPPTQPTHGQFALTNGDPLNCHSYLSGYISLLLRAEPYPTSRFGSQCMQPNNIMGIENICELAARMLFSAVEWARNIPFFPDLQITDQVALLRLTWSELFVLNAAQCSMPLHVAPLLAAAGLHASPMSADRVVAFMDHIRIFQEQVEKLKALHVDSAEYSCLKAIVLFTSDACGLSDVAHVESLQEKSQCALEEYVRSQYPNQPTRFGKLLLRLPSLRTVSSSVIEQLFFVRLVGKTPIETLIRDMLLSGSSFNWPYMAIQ
C8 TRAIL sens = viability loss with TRAIL in NB7+C8 cells, primary screen, TRAIL sensitizer project, cell-based, ATPlite luminescence. 360,000 compounds, 1% hits. inhibition (viability loss, TRAIL sensitization), % at 10 µM. AID 624354, 2012;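 active = compounds causing at least 50% loss of cell viability in the single-dose screen, relative to plate controls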
KKLEB tox = cytotoxicity in KKLEB CF airway cells, primary screen, cytotoxicity control for CF NF-kB inhibitor project, cell-based, uHTS, fluorescence assay plates | activity change (cytotoxicity), % at 5 µM | AID 602141, 2011 | 360,000 compounds, 0.36% hits | KKLEB CF airway cells viability, ATPlite luminescence, overnight; active compounds read low; cells stimulated with P. aeruginosa culture filtrate;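 active = corrected activity change at or below -50% at 5 µM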
SRC1 inh = SRC1 coactivator transcriptional activity inhibitors, primary screen, cell-based, luminescence; HEK293 GAL4-SRC1 luciferase reporter; inhibition, % at 3.6 µM; 360,000 compounds, 0.12% hits; AID 588354, 2011;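 active = inhibition above the campaign mean plus 3 SD, with each screening campaign given its own cutoff, cut at about 60% in these data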;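 also: 0% = DMSO treated cells and 100% = gossypol at 36 µM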
LMP1 NFkB inh = EBV LMP1-driven NF-kappaB luciferase reporter inhibitors, primary screen, cell-based, luminescence, single point. inhibition, % at 12.5 µM. AID 504558, 2011. 350,000 compounds, 0.69% hits. LMP1-induced NF-kappaB luciferase reporter cells; in the data active = inhibition above about 41%;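 also: 0% = neutral control wells and 100% = reference inhibitor control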
CF NFkB inh = inhibitors of PAF-induced NF-kB signaling, primary screen, cell-based, GFP fluorescence, uHTS; inhibition, % at 5 µM; 360,000 compounds, 0.86% hits; KKLEB NF-kB-GFP reporter, GFP fluorescence overnight;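 active = at least 50% inhibition at 5 µM, scaled per plate between neutral and stimulator controls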;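 also: PAF is a Pseudomonas aeruginosa culture filtrate used as stimulus; plate controls were PAF-stimulated DMSO wells for no effect and unstimulated DMSO wells for full effect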
TROY signal inh = inhibitors of TROY-driven NF-kB signaling, primary screen, Q293 LMP1-TROYcd cells, NF-kB luciferase, uHTS; Q293 LMP1-TROYcd NF-kB luciferase reporter, 4 h; inhibition, % at 10 µM; 360,000 compounds, 0.98% hits; AID 1347056, 2019;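 active = compounds whose plate-normalised and pattern-corrected inhibition of the luciferase reporter signal at the single screening dose is 50% or more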
The depositor's hits bear a star; · = not tested or not shown.

SMILES	TWEAK Fn14 block	LRH-1 inv ag	NCOA2 inhibitor	NCOA3 inh	COUP-TFII inh	C8 TRAIL sens	KKLEB tox	SRC1 inh	LMP1 NFkB inh	CF NFkB inh	TROY signal inh
CCCCNC1c2ccccc2C(=O)N1Cc1ccccc1 (centres undefined)	5	8	-42	9	-3	2	0	6	5	3	-4
CN(C)S(=O)(=O)c1cc(NC(=O)CSc2cccc[n+]2[O-])ccc1Cl	-3	20	-7	1	-3	-1	20	-1	3	-22	-4
Cc1nn(CC(=O)NC2CCC(C)CC2)c(C)c1[N+](=O)[O-] (centres undefined)	7	0	18	10	10	-1	2	-8	-13	-18	6
CCOc1ccccc1NC(=O)c1cc(S(=O)(=O)N2CCC3(CC2)OCCO3)ccc1F	-4	7	5	10	-6	-2	4	-9	-11	-6	17
CCc1nccn1CCC(=O)NC1CC(C)(C)Cc2c1cnn2-c1ccc(C)cc1 (centres undefined)	6	-13	1	-3	-5	-1	-11	-1	13	10	-12
CCN(C(=O)CN1CCN(c2ccccc2O)CC1)c1c(N)n(Cc2ccccc2)c(=O)[nH]c1=O	16	4	-9	6	5	-4	0	-4	12	8	-5
COc1ccc(C(=O)NC2CC3CCCC(C2)N3Cc2ccccc2)cc1 (centres undefined)	-4	7	-19	8	5	-5	10	-5	-4	-8	7
Cc1cc(NC(=O)C2CC(c3c(F)cccc3Cl)=NO2)n(-c2ccccc2)n1 (centres undefined)	9	-3	1	20	21	3	10	-2	5	12	-2
CSc1ccc(CN2CCc3c([nH]c4ccccc34)C2)cc1	40	15	-6	15	10	-10	-9	-95	3	-12	-16
O=C(NC1CCCC1)C(c1ccncc1)N(C(=O)c1csnn1)c1ccc(Cl)cc1 (centres undefined)	-3	5	-10	-17	-18	-13	3	0	-7	-4	-11
Cc1ccccc1C(=O)NC1CC2CCC(C1)N2Cc1ccccc1 (centres undefined)	12	8	-16	9	0	-8	-3	9	-10	12	5
NC(=O)C1CCN(C(=O)Cn2cccc2C(=O)c2ccccc2)CC1	-1	-11	1	-16	6	12	6	9	-4	-9	-9
O=C(CCc1ccccc1Cl)Nc1ccc(S(=O)(=O)Nc2nccs2)cc1	14	-22	14	10	-8	3	-17	2	8	9	-1
CCN(CC)CCN=C1CCCc2ccccc2N1	-1	-9	-12	13	14	-2	4	-11	-10	10	-3
COc1ccc(C2C3=C(N=C4SCC(=O)N42)c2ccccc2CC3)cc1 (centres undefined)	40	0	-22	-30	-1	-8	5	-2	-12	5	33
CC(NC(=O)c1ccc(NS(C)(=O)=O)cc1)c1ccccc1 (centres undefined)	-17	-5	-14	0	-3	-3	-2	11	3	7	-22
C/C(=N\NC1=NCCN1)c1ccc(Cl)cc1	1	1	-6	26	9	-2	3	17	2	2	0
Cc1cccc(C)c1NC(=O)CSc1nnc([C@H](C)NC(=O)OC(C)(C)C)o1	-3	0	-8	-12	-16	17	3	-8	8	5	4
O=C(NCCc1ccccc1)C1CCC(Cn2c(=O)c3ccccc3n(Cc3cccc(F)c3)c2=O)CC1 (centres undefined)	-25	2	-20	-1	-14	23	-12	-4	-8	30	0
CCN1CCN(C(=O)Cn2cnc3sc(C)c(S(=O)(=O)N4CCN(c5ncccn5)CC4)c3c2=O)CC1	-2	-2	-16	-2	-19	4	-4	1	-2	2	9
C/C(NCCCn1ccnc1)=C(\C#N)C(N)=O	-11	15	-3	7	10	-10	-2	-3	-5	10	-7
Cc1ccc(S(=O)(=O)Nc2ccc3c(c2)OCCO3)cc1C	87*	10	30	42	22	-4	2	6	23	4	80*
Cc1nnc(NC(=O)CSc2nc3ccccc3[nH]2)s1	3	11	7	3	-6	-3	8	-36	-3	-2	19
O=c1o[nH]c(-c2ccccc2)c1C1=NCCCCC1	3	13	3	-11	13	-6	-8	9	4	7	6
Cc1nnc(NC(=O)CSc2ccc(-c3cccnc3)nn2)s1	1	13	-29	9	-7	22	5	-101	-9	-12	-10
Carrying on.
SMILES	TWEAK Fn14 block	LRH-1 inv ag	NCOA2 inhibitor	NCOA3 inh	COUP-TFII inh	C8 TRAIL sens	KKLEB tox	SRC1 inh	LMP1 NFkB inh	CF NFkB inh	TROY signal inh
Cc1ccc(NC(=O)CSc2nnc(-c3ccco3)o2)cc1	-3	-6	-10	24	4	-3	6	3	-2	-13	-19
Cc1cc(=O)n(C(C)Cc2ccccc2)n1C(C)Cc1ccccc1 (centres undefined)	19	-9	-28	8	-1	-8	-10	-11	-2	9	-7
COc1ccc(COC(=O)CCc2c[nH]c3ccccc23)cc1F	-11	27	9	12	3	-4	11	-25	2	-31	12
CCN(CC)S(=O)(=O)c1cccc(-c2nnc(SCCCC(=O)c3ccc(F)cc3)o2)c1	16	19	26	11	22	11	-39	-5	5	-7	19
Cc1ccc(CCN2C(Nc3ccccc3)=NC[C@@H]2C)cc1	-12	-13	-9	0	-17	0	0	9	-5	10	-15
Cc1cccc(OCC(=O)NC2CC(C)(C)NC(C)(C)C2)c1	28	2	8	2	-12	5	11	4	3	-9	7
O=C(C1CCCN(S(=O)(=O)c2ccc(Cl)cc2)C1)N(Cc1cccs1)C1CC1 (centres undefined)	8	7	-15	0	4	3	3	1	10	16	8
Cc1cccc(NC(=O)CN(C)CC(=O)NC(c2ccccc2)c2ccccc2)c1C	0	5	1	-26	3	-5	0	-4	-9	3	-15
COc1ccc(Nc2nnc(C)c3ccccc23)cc1	-15	-51	-20	-38	-1	-10	7	-35	-2	0	-22
Cc1cccc(NS(=O)(=O)c2cc(C(=O)NCCC3=CCCCC3)ccc2Cl)c1	38	-5	-2	22	32	25	-6	9	-6	-10	43
COc1ccc(NC(=O)CN(Cc2ccccc2)Cc2ccccc2)cc1S(N)(=O)=O	12	-3	-5	1	5	-1	4	12	2	-18	11
COc1ccccc1-n1c(CNc2ccc(F)cc2)nnc1SCC(=O)Nc1cc(C)on1	-7	-3	4	-7	13	-6	14	4	14	-12	-9
COc1ccc(C(=O)c2[nH]c(N)c(C(=O)NCCc3c[nH]c4ccccc34)c2-c2c(F)cccc2Cl)cc1	54*	14	-30	·	3	5	·	·	·	·	23
O=C(Nc1ccc(S(=O)(=O)NC2=NCCCCC2)cc1)c1ccc2ccccc2n1	14	-3	-16	-7	-6	-5	0	-55	5	-32	-62
CSC1=NCCN1C(=O)C(C)(C)Oc1ccc(Cl)cc1	0	3	6	-4	1	4	-3	-27	9	9	-9
CSc1ccccc1NC(=O)CN(C)CC(=O)Nc1ccc(Cl)cc1F	0	6	-22	3	1	-2	6	-5	-2	-18	-20
O=C(CSC1=NCCS1)Nc1nc(-c2ccccc2)cs1	-20	-51	-41	-21	-25	4	2	-20	-6	15	-22
Oc1ccc(/C=N/Nc2nc(-c3ccc(Cl)cc3)cc(C(F)(F)F)n2)cc1	79*	7	21	20	-4	14	2	17	-2	-17	45
CN(CC(=O)Nc1ccccc1C(F)(F)F)C(=O)c1ccc(-c2ccc(Cl)cc2)o1	-11	-2	3	-35	-15	-5	-7	-2	3	-5	-1
Cc1ccc(-c2n[nH]c(=O)c3ccccc23)cc1S(=O)(=O)N(C)CCO	10	2	-31	7	3	1	22	-2	2	-19	-10
Cc1cccc(C2C3=C(CCCC3=O)N=C3c4ccccc4C(=O)C32)c1 (centres undefined)	28	20	3	24	19	11	-12	11	0	9	22
Cc1ccn(CC(=O)NC2CCCN(Cc3ccccc3F)C2)n1 (centres undefined)	-13	-5	2	7	10	16	-9	-1	2	22	-19
COc1ccc(NC(=O)CSc2nnc(CNC(=O)c3cccs3)o2)c(OC)c1	5	14	-4	7	-8	-7	8	4	1	3	-5
COc1ccccc1NC(=O)CCc1nc2sc3c(c2c(=O)[nH]1)CCCC3	-13	-2	-3	-25	1	-4	11	14	0	4	-16
O=C(/C=C/c1ccccc1)N(Cc1cccs1)C1CCS(=O)(=O)C1 (centres undefined)	-10	6	-11	4	-5	-10	2	-17	11	4	13

Some of the entries so far, with values under each structure.
Results follow in this order: TWEAK Fn14 block, LRH-1 inv ag, NCOA2 inhibitor, NCOA3 inh, COUP-TFII inh, C8 TRAIL sens, KKLEB tox, SRC1 inh, LMP1 NFkB inh, CF NFkB inh, TROY signal inh
Oc1ccc(/C=N/Nc2nc(-c3ccc(Cl)cc3)cc(C(F)(F)F)n2)cc1
 : 79*, 7, 21, 20, -4, 14, 2, 17, -2, -17, 45
CN(CC(=O)Nc1ccccc1C(F)(F)F)C(=O)c1ccc(-c2ccc(Cl)cc2)o1
 : -11, -2, 3, -35, -15, -5, -7, -2, 3, -5, -1

The listing continues.
SMILES	TWEAK Fn14 block	LRH-1 inv ag	NCOA2 inhibitor	NCOA3 inh	COUP-TFII inh	C8 TRAIL sens	KKLEB tox	SRC1 inh	LMP1 NFkB inh	CF NFkB inh	TROY signal inh
CCOc1ccc(-c2cc(C(=O)NCc3ccc(C(F)(F)F)cc3)[nH]n2)c(C)c1	-51	-25	-14	8	7	-13	-4	0	·	-38	10
CN(C)CCCNC(=O)C(=O)Nc1ccc2c(c1)N(S(=O)(=O)c1cccs1)CCC2	0	-14	2	-11	-2	21	-2	-1	5	0	15
Cc1ccc(C)c(NC(=O)C(=O)NCc2ccccn2)c1	-13	-13	8	-2	5	2	13	9	-1	-8	-4
CC(C)Cc1nnc(NC(=O)C2CCCC2)s1	32	-9	-16	-10	-19	9	0	-43	-2	4	-4
C=CCNC(=S)N(CC=C)C1CCS(=O)(=O)C1 (centres undefined)	-6	8	-1	24	-12	2	2	-13	2	-4	-10
O=C(Nc1ccc2c(c1)OCO2)c1cc(C2CCCCN2S(=O)(=O)c2ccccc2)on1 (centres undefined)	-6	14	-12	-17	18	10	-1	-13	·	3	-27
Cc1cc(C(=O)COC(=O)c2ccc(Cl)c(S(N)(=O)=O)c2)c(C)n1C1CC1	-12	-102	-60	-76	-14	38	-22	-111	-34	2	4
CC[C@H](C)[C@H](NC(N)=O)C(=O)Nc1ccc(S(=O)(=O)NC(C)C)cc1	9	8	25	7	-3	2	-1	-34	-5	12	-11
Cc1cccc(NC(=O)CSC2=NN3CCCC(=O)N=C3S2)c1C	-5	46	9	-4	-12	1	-5	-6	8	7	-5
Cc1cc(C)c(OCC(=O)Nc2cc(C(=O)O)cc(C(=O)O)c2)cc1C	16	-2	-20	0	22	-3	-4	-1	-1	-6	-4
O=C(Nc1ccccc1)C1=C[C@H](c2csc3ccccc23)C[C@H](OCCCCO)O1	-24	6	-18	-12	-10	16	6	-2	4	-18	-28
CCc1ccc(NC(=O)CCc2nnc3ccc(N4CCCC4)nn23)cc1	-2	13	-8	-22	6	-5	7	-24	2	16	21
CC1(Oc2cccc(F)c2)CCN(Cc2ccc(-c3ccccc3)o2)C1 (centres undefined)	-3	9	12	-14	-10	5	6	-12	·	7	-33
